SKKanGAS inh: S. pyogenes SKKanGAS growth inhibitors in kanamycin, primary screen, streptokinase expression inhibitor project, SKKanGAS strain, BacTiter-Glo luminescence; 300,000 tested, 1.3% active; inhibition, % at 7.5 µM; 6 h;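 active = mean replicate score, as percent of positive control median, at least 50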;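 also: strain carries kanamycin resistance gene driven by streptokinase promoter and grows in 40 µg/ml kanamycin; loss of luminescence reflects streptokinase promoter inhibition or plain growth inhibition; 0% = median of DMSO wells and 100% = positive control at its reference dose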
MrgX1 allo act: positive allosteric modulators of MrgX1, primary screen, HEK293 cells, Fluo-4 calcium flux | Mas-related G-protein coupled receptor member X1 (Homo sapiens), Q96LB2 | FDSS; active compounds read high | B-score at 10 µM | 310,000 tested, 0.63% active | AID 588675, 2011;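 active = plate-corrected calcium response at least 3 library SD above typical, normal starting fluorescence, not activating the receptor alone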;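 also: compound read alongside a low EC10 to EC30 dose of BAM8-22 agonist; peak minus trough fluorescence over baseline measured at the second addition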
Target sequence (Q96LB2 whole entry, looked up): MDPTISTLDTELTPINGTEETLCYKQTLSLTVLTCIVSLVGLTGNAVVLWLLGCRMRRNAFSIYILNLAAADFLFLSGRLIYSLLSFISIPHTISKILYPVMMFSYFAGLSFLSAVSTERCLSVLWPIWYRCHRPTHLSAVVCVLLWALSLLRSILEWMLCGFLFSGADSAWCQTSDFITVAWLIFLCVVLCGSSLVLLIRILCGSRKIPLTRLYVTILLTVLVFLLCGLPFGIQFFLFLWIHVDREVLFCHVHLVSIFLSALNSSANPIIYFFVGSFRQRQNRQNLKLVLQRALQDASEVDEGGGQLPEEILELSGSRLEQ
Platelet DG rel: inhibitors of platelet dense granule secretion, primary screen, cell-based, MLPCN, human platelets | human platelet-rich plasma, SFLLRN dense granule ATP release, luminescence | inhibition, %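 (compounds screened at 7.5 µM in platelet-rich plasma)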 | 300,000 tested, 0.22% active | AID 1663, 2009;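 active = mean replicate score, as percent of positive control, at or above 50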
TRPC6 act: mouse TRPC6 channel activators, primary screen, cell-based, HEK293, membrane potential dye. Short transient receptor potential channel 6 (Mus musculus), Q61143. B-score at 10 µM. HEK293-TRPC6 membrane potential dye fluorescence; active compounds read high. 310,000 tested, 0.13% active;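 active = B-score of the integrated fluorescence ratio above library mean plus 3 SD, and starting fluorescence ratio within library mean plus 5 SD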;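 also: higher score means more depolarization so channel activation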
HIF act: HIF pathway transcriptional activators, primary screen, cell-based, U2OS HRE-luciferase, luminescence. activation, % at 7.5 µM (by protocol). U2OS HRE-luciferase reporter; normalized: DMSO 0%, desferrioxamine 100%. 300,000 tested, 0.32% active. AID 1910, 2009;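 active = mean activation of at least 10% of the iron chelator positive control signal, with at least half of replicates also reaching 10%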
TRPC6 inh: mouse TRPC6 channel inhibitors, primary screen, cell-based, HEK293, membrane potential dye; Short transient receptor potential channel 6 (Mus musculus), Q61143; ACh-evoked depolarization; active compounds read low; B-score at 10 µM; 310,000 tested, 1.1% active; AID 2553, 2010;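 active = B-score under library mean minus 3 SD, initial fluorescence not abnormally high, positive integrated signal ratio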;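 also: B-score derived from integrated fluorescence ratio over the kinetic read; more negative B-score means stronger inhibition of depolarization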
RGS4 inh: RGS4 inhibitors, primary screen, cell-based, HEK293 M3R inducible RGS4, calcium flux | B-score at 10 µM | Fluo-4 calcium flux; active compounds read high; triggered by carbachol at its EC20 | AID 463165, 2010 | 310,000 tested, 0.45% active;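 active = B-score, a plate-corrected calcium signal, over three deviations above library mean, with baseline fluorescence within five deviations of library mean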;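 also: RGS4 expression induced by doxycycline in cells with stable M3 receptor; B-score is computed from the integrated fluorescence ratio over baseline after carbachol; higher B-score means a larger calcium signal and so more RGS4 inhibition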
Target sequence (P49798 whole entry, looked up): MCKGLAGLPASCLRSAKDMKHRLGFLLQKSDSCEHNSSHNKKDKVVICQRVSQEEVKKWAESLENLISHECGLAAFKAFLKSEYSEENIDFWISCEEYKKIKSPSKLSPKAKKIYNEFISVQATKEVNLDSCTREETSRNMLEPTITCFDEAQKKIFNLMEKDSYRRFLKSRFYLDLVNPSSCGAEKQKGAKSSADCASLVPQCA
MrgX1 ag: agonists of human MrgX1 receptor, primary screen, HEK293 cells, Fluo-4 calcium flux. Mas-related G-protein coupled receptor member X1 (Homo sapiens), Q96LB2. Fluo-4 calcium fluorescence, agonist mode; active compounds read high. B-score at 10 µM. 310,000 tested, 0.44% active. AID 588627, 2011;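 active = calcium response B-score plate-corrected fluorescence ratio at least 3 library SD, with starting fluorescence B-score inside 5 SD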
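Test system: HEK293 cells stably expressing human MrgX1 receptor; Input: fifteen thousand cells per well; Dosing: compound delivered in addition one of three; Schedule: overnight seeding, then 1 h dark dye loading; Technique: Fluo-4 NW calcium fluorescence; Measure: B-scored fluorescence response ratio; Controls: positive and negative controls per plate.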
TRPC4 inh: inhibitors of mouse TRPC4 channel, primary screen, Fluo4 calcium, HEK293 TRPC4beta/mu-opioid cells | Short transient receptor potential channel 4 (Mus musculus), Q9QUQ5 | DAMGO-evoked Fluo4 calcium flux; active compounds read low | B-score at 10 µM | 300,000 tested, 0.39% active | AID 2247, 2010;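 active = B-score over 3 SD under the library average, no early fluorescence shift, positive overall ratio signal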
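material = TRPC4beta/mu-opioid receptor HEK293 cell line | probe or stimulus = sequential submaximal and maximal DAMGO stimulation | compound dosing = one concentration per compound | measured by = Fluo4 Ca2+ flux fluorescence | evaluation = integrated fluorescence ratio relative to baseline, converted to per-well B score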
RGS4 act: RGS4 potentiators or activators, primary screen, cell-based, HEK293 M3R inducible RGS4, calcium flux; carbachol calcium flux Fluo4; active compounds read low; B-score at 10 µM; 310,000 tested, 0.92% active; AID 463111, 2010;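 active = B-score of the integrated calcium signal more than 4 SD below the library mean, with starting fluorescence not abnormally high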;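 also: negative B-score means reduced calcium response which marks RGS4 activation or potentiation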
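Reagent: ECmax carbachol challenge; Test system: M3R-expressing HEK293 line, RGS4 induced by doxycycline; Schedule: overnight RGS4 induction, 30 min dye load 37 °C, 20 min compound RT; Detection: calcium dye Fluo4 fluorescence; Read-out: Agonist-evoked peak-minus-minimum fluorescence over baseline, integrated ratio, B score.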
MrgX1 antag: antagonists of human MrgX1 receptor, primary screen, HEK293 cells, Fluo-4 calcium flux. Mas-related G-protein coupled receptor member X1 (Homo sapiens), Q96LB2. 310,000 tested, 1.3% active. BAM8-22 antagonism; active compounds read low. B-score at 10 µM;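 active = calcium-response B-score plate-corrected more than 3 library SD below zero, starting fluorescence within 5 deviations, no agonist response on first addition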;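 also: peak minus trough fluorescence over baseline after final BAM8-22 challenge near maximal dose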
The depositor's hits bear a star; i = inactive; / = no result given.

SMILES | SKKanGAS inh | MrgX1 allo act | Platelet DG rel | TRPC6 act | HIF act | TRPC6 inh | RGS4 inh | MrgX1 ag | TRPC4 inh | RGS4 act | MrgX1 antag
CCOC(=O)c1c(NC(=O)C(C)S(=O)(=O)c2cn(CC)c3ccccc23)sc2c1CCCC2 (centres undefined) | 12 | i | -1 | i | -0.5 | i | i | i | i | i | i
O=C(CSc1ccc(Cl)cc1)Nc1cccc(-c2nc3ncccc3o2)c1 | 14 | i | -4 | i | -0.5 | i | i | i | i | -8.7* | i
Nc1ccc(C(=O)OCCCc2nc3ccccc3[nH]2)cc1 | -2 | i | 9 | i | 0.1 | i | i | i | i | i | i
CCCCn1c(=O)[nH]c2c(oc3ccccc32)c1=O | -14 | i | 3 | i | -0.1 | i | i | i | i | i | i
CCOC(=O)N1CCC(NC(=O)c2oc3c(C)c(C)ccc3c2C)CC1 | 3 | i | 0 | i | 1.4 | i | i | i | i | i | i
CN(C)CCN(C(=O)c1ccc(S(=O)(=O)N2CCc3ccccc32)cc1)c1nc2ccc(F)cc2s1 | 9 | i | -2 | i | 1.2 | i | i | i | i | i | i
O=S(=O)(c1cccc(C(F)(F)F)c1)N1CCCC1c1cccnc1 (centres undefined) | -2 | i | 8 | i | -0.1 | i | i | i | i | i | i
S=c1[nH]nc(CNc2cccc(Cl)c2)o1 | 13 | i | -1 | i | -0.4 | i | i | i | i | i | i
CCN(CC)S(=O)(=O)c1cccc(NC(=O)CCSc2ccc(Cl)cc2)c1 | 1 | i | -25 | i | -0.9 | i | i | i | i | i | i
CC1CCN(CC(=O)NC2CCCCC2)CC1 | 0 | i | -10 | i | 0.4 | i | i | i | i | i | i
COc1cccc2sc(N(CCCN(C)C)C(=O)c3ccc(S(=O)(=O)N4CCCc5ccccc54)cc3)nc12 | 1 | i | 0 | i | -1.0 | i | i | i | i | i | i
COc1ccc(/C=C/C(=O)NC(=S)Nc2ccccn2)cc1 | 5 | 7.1* | -1 | i | 3.3 | i | i | i | i | i | i
O=C1NC(=O)c2cc(NC(=O)C3COc4ccccc4O3)ccc21 (centres undefined) | -3 | i | -14 | i | 0.2 | i | i | i | i | i | i
COc1ccc(OC)c(C2=C[N+](=O)C(C)(C)C(C)(C)N2[O-])c1 | 0 | i | -6 | i | -0.2 | i | i | i | i | i | i
CC1SC(c2ccc(Cl)cc2)NC1=O (centres undefined) | -14 | i | -9 | i | -0.1 | i | i | i | i | i | i
CCOC(=O)N1CCN(S(=O)(=O)N2CCCC(C(=O)NCCc3ccccc3)C2)CC1 (centres undefined) | -2 | i | 4 | i | 0.0 | i | i | i | i | i | i
CCNC(=S)NCc1ccc(OC)c(OC)c1 | -3 | i | 3 | i | -0.3 | i | i | i | i | i | i
Cc1ccccc1OCc1nnc(SCC(=O)NC2CCCCC2)o1 | -11 | i | 0 | i | -1.2 | i | i | i | i | i | i
CCOC(=O)c1cnn(-c2ccccc2)c1-n1cccc1C(=O)C(=O)Nc1ccccc1C(F)(F)F | 5 | i | -1 | i | -0.7 | i | i | i | i | i | i
C=C(C)CN=C1SC(C(=O)Nc2sc3c(c2C(=O)OC)CCC3)C(N)=C1C(N)=O (centres undefined) | 5 | i | -6 | i | / | i | i | i | i | i | i
COc1ccc(CN2CCN(CCCc3ccccc3)C(CCO)C2)c(O)c1 (centres undefined) | -3 | i | -2 | i | 1.8 | i | i | i | i | i | i
CSc1nc(Cc2ccccc2)cc(=O)[nH]1 | 3 | i | -2 | i | 0.1 | i | i | i | i | i | i
COc1cccc(-n2c(-c3ccc4[nH]c(C)c(C)c4c3)n[nH]c2=S)c1 | -15 | i | 6 | i | 1.2 | i | i | i | i | i | i
COC(=O)CCC(=O)NNC(=O)CCCOc1ccc(Cl)cc1Cl | 5 | i | -2 | i | 0.1 | i | i | i | i | i | i
COc1ccc(C)cc1N(CC(=O)N1CCCCCC1)S(=O)(=O)c1ccccc1 | -6 | i | 2 | i | -0.2 | i | i | i | i | i | i
COc1ccc(/C=C\c2nc(=O)c3ccccc3o2)cc1 | -7 | / | 12 | i | -1.2 | i | i | / | i | i | /
COc1ccc(CC(=O)Nc2ccc(C(=O)NCC(C)C)cc2)cc1 | -9 | i | -10 | i | 0.3 | i | i | i | i | i | i
CCc1noc(C)c1C(=O)Nc1nnc(C2CCCCC2)s1 | 3 | i | 3 | i | 1.4 | i | i | i | i | i | i
Cc1cccc(C(C)C)c1NC(=O)COC(=O)c1cccc(S(=O)(=O)N2CCc3ccccc3C2)c1 | 4 | i | 1 | i | -0.1 | i | i | i | i | i | i
COc1ccccc1CNC(=O)C(C)n1cccc1C(=O)c1ccccc1 (centres undefined) | -14 | i | 0 | i | -0.1 | i | i | i | i | i | i
Cc1cc(C)c2nc(SCC(=O)N3CC(=O)Nc4ccccc43)c(C#N)cc2c1 | 24 | i | 3 | i | 1.9 | i | i | i | i | i | i
Cc1ccc(C)c2sc(NC(=O)c3ccc(N4CCCCC4)c([N+](=O)[O-])c3)nc12 | 18 | i | 8 | i | / | i | i | i | i | i | i
Cn1c(C(=O)NN)cc2cc(Oc3ccccc3)ccc21 | 1 | i | -2 | i | -0.5 | i | i | i | i | i | i
O=C(Nc1ccc(-n2cc(Cl)cn2)cc1)c1ccncc1 | -5 | i | -2 | i | -0.3 | i | i | i | i | i | i
Cc1cc(C)c(C(=O)OCC(=O)NCc2cccs2)c(C)c1 | -16 | i | -2 | i | -0.3 | i | i | i | i | i | i
O=C(Nc1ccc([N+](=O)[O-])cc1)N1CCCCCC1 | -1 | i | 6 | i | 1.2 | i | i | i | i | i | i
CCN1C(=O)N[C@H](c2ccc(Br)cc2)C(C(=O)OC)=C1C | 10 | i | 8 | i | 1.2 | i | i | i | i | i | i
O=C(Cn1cc(S(=O)(=O)Cc2ccccc2)c2ccccc21)N1CCOCC1 | -5 | i | 2 | i | 0.3 | i | i | i | i | i | i
COc1cc(C)ccc1OCCOCCOc1cccc2ccc(C)nc12 | -11 | i | -1 | i | 0.6 | i | i | i | i | i | i
CSc1ncccc1C(=O)N(C)CC(=O)Nc1cccc(F)c1 | -4 | i | 1 | i | 0.4 | i | i | i | i | i | i
COc1cccc(Oc2nc(-c3ccccc3O)nc3ccccc23)c1 | -4 | i | 8 | i | -1.1 | i | i | i | i | i | i
CCSc1nnc(-c2ccc(S(=O)(=O)N3CCOCC3)cc2)n1C | -1 | i | 20 | i | 2.9 | i | i | i | i | i | i
CC(=O)c1ccc(OCCCC(=O)N2CCN(S(=O)(=O)c3cc(C)ccc3C)CC2)cc1 | -10 | i | -12 | i | -0.4 | i | i | i | i | i | i
COc1ccc(-c2cc(C(=O)N3CCN(S(=O)(=O)c4ccc(C)cc4)CC3)[nH]n2)cc1 | -15 | i | 10 | i | 0.1 | i | i | i | i | i | i
COc1cccc(N(CC(=O)NC2CCCC2)C(=O)Cn2nnc(-c3ccc(C)cc3)n2)c1 | 13 | i | -4 | i | -0.6 | i | i | i | i | i | i
O=C(O)c1cc([N+](=O)[O-])cc([N+](=O)[O-])c1N1CCN(c2cccc(C(F)(F)F)c2)CC1 | 11 | i | -12 | i | 1.3 | i | i | i | i | i | i
Nc1n[nH]c(N)c1N=Nc1ccccc1F | -1 | i | 8 | i | -1.0 | i | i | i | i | i | i
Cc1ccc(N2CC(C(=O)Oc3cccc(N4C(=O)CCC4=O)c3)CC2=O)cc1 (centres undefined) | -2 | i | -5 | i | -0.4 | i | i | i | i | i | i
N#CCSC1=Nc2ccccc2C2=NC(CCC(=O)N3CCN(c4ccccc4)CC3)C(=O)N12 (centres undefined) | 5 | i | 2 | i | -7.2 | i | i | i | i | i | i
Cc1ccc(C(=O)NCCNS(=O)(=O)c2ccccc2)cc1 | -24 | i | -3 | i | 0.5 | i | i | i | i | i | i
Cc1cc(NC(=O)CSc2nc3c(c(=O)n2-c2ccc(Cl)cc2)SCC3)no1 | 0 | i | 12 | i | 45* | i | i | i | i | i | i
CC(C)Sc1nc2c(cnn2-c2ccc(F)cc2)c(=O)[nH]1 | 1 | i | -7 | i | -0.1 | i | i | i | i | i | i
COc1ccc(C(=O)NC(=S)Nc2ccc(N3CCN(C(C)=O)CC3)cc2)cc1[N+](=O)[O-] | 41 | i | 2 | i | -0.7 | i | i | i | i | i | i
Cc1nn(CC(=O)Nc2ccc(C#N)cc2)c(C)c1[N+](=O)[O-] | 5 | i | 6 | i | 0.1 | i | i | i | i | i | i
Cc1ccc2c(c1)CCCN2C(=O)c1ccoc1C | 0 | i | -12 | i | 0.0 | i | i | i | i | i | i
CCOC(=O)/C(C(=Nc1ccccc1)Nc1ccccc1)=C(\C)O | -10 | 7.7* | -1 | i | -2.0 | i | i | i | i | i | i
N#Cc1c(NC(=O)COC(=O)c2nccnc2N)sc2c1CCCC2 | -2 | i | 12 | i | 0.5 | i | i | i | i | i | i
COc1ccc(N(C(=O)c2snc(C(N)=O)c2N)C(C(=O)NC2CCCC2)c2ccco2)cc1 (centres undefined) | 7 | i | -14 | i | -0.1 | i | i | i | i | i | i
COc1ccc(NC(=O)CS(=O)c2ccccc2Cl)cc1 (centres undefined) | -1 | i | -1 | i | 0.8 | i | i | i | i | i | i
CCCCOc1ccc(CONS(=O)(=O)c2ccc(NC(C)=O)cc2)cc1Cl | 4 | i | 1 | i | 0.3 | i | i | i | i | i | i
Cc1ccc(S(=O)(=O)Nc2ccc(C(=O)NC3CC3)cc2)cc1 | -2 | i | -10 | i | -0.3 | i | i | i | i | i | i
